Screening results (PubChem BioAssay)
NTR1 agonist: agonists of NTR1, primary screen, imaging, U2OS cells, beta-arrestin-GFP, high content (AID 493036); Neurotensin receptor type 1 (Homo sapiens), P30989; 330,000 tested, 0.17% active; NTR1-U2OS beta-arrestin-GFP spot imaging, agonist mode; activation, % at 20 µM;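 active = activation at or above 40% of the spot to cytoplasm intensity ratio, with at least 20 cells analyzed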;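 also: 0% = DMSO without peptide and 100% = 100 nM NTR1 peptide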
Target sequence (P30989 whole entry, looked up): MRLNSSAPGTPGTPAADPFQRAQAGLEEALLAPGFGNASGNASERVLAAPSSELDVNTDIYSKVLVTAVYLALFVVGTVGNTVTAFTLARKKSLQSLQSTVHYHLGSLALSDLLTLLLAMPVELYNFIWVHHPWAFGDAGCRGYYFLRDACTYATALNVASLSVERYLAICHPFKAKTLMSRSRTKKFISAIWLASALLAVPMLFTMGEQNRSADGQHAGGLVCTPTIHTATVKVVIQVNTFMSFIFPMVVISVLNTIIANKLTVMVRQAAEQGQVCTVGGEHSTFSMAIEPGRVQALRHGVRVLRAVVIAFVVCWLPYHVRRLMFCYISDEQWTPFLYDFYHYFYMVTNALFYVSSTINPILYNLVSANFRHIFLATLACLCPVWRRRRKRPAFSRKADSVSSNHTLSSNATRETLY
K1F lysis inhibition: inhibition of K1F phage lysis, E. coli UTI89, bacterial capsule biogenesis inhibitors, alamar blue (AID 488966); E. coli UTI89 K1F phage lysis, alamar blue, 2 h; higher % means a stronger effect; inhibition, % at 100 µM, or IC50 in µM where a hit was titrated; 340,000 tested, 0.02% active;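 active = phage lysis inhibition, versus mean bacterial control, above a set limit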;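 also: capsule biogenesis inhibitors block K1F phage lysis so surviving cells raise fluorescence; higher fluorescence means more inhibition of phage lysis; actives were called in the ten point dose series up to 300 µM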
Myeloid diff MLP: induction of myeloid progenitor differentiation, primary screen, cell-based, flow cytometry, MLPCN library. ER-HoxA9 myeloid progenitors, lysozyme-GFP differentiation. calls only at 10 µM. 360,000 tested, 1% active. AID 624256, 2012;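 active = normalized GFP-positive differentiation at or above the plate's own cutoff, the solvent-only control mean plus 3 SD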;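 also: cells exposed to compound for four days before flow analysis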
T cell HTS: modulators of CD8 T cell-vesicle binding, primary screen, mouse 2C CD8+ T cells, flow cytometry. 2C CD8+ T cell-vesicle binding; stronger effect = lower value. calls only at 7 µM. 330,000 tested, 0.068% active;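 active = response, share of CD8 T cells binding vesicles, and their 90th percentile fluorescence all below set limits, cut at about 80% in these data, passing the limit was not always enough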
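Assay system: 2C TCR transgenic mouse naive CD8+ T cells, MACS-purified | Read-out: CD8+ gate FL2 mean fluorescence as % of same-row positive control | Signal: High-throughput flow cytometry with anti-B7-1 and anti-CD8 staining | Timing: Binding step 1.5 h, 37 °C, antibody labelling 20 min, ice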
Large T inhibition: SV40 large T antigen inhibitors, biochemical (AID 1903); SV40 large T antigen ATPase/helicase inhibition assay; higher % means a stronger effect; inhibition, % at 20 µM, or IC50 in µM where a hit was titrated; 310,000 tested, 0.39% active; in the data active = a potency from the dose series; also: strong numbers were not always called active
MgcRacGAP inhibition: MgcRacGAP GTPase-activating activity inhibitors, confirmation, biochemical, ADP Hunter fluorescence. 340,000 tested, 0.6% active. AID 624330, 2012. Rac GTPase-activating protein 1 (Homo sapiens). inhibition, % at 30 µM; hits with a dose series show IC50 in µM. MgcRacGAP-stimulated Rac1 GTP hydrolysis, ADP Hunter fluorescence; higher % means a stronger effect; GST-tagged Rac1 F28L mutant substrate;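 active = first-screen hits whose inhibition reached a set limit at any dose in the follow-up dose series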;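 also: fluorescence reports GDP produced by GAP-driven GTP hydrolysis; strong numbers were not always called active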
TNAP activators: human TNAP enzyme activators, primary screen, biochemical, luminescent, no phosphate acceptor, uHTS (AID 1001) | 200,000 tested, 0.03% active | purified TNAP, luminescent activation assay, no phosphate acceptor; higher activation fold means a stronger effect | one-dose activation fold at 20 µM; EC50 in µM for titrated hits | Alkaline phosphatase, tissue-nonspecific isozyme (Homo sapiens); in the data active = activation fold from about 3, or a potency from the dose series; inactive = the rest, 99 in 100 with activation fold below about 1.6; also: many of its hits are not listed in these tables
RSV CPE inhibition: RSV antiviral activity via CPE protection, HEp-2 cells, primary 10 µM value included (AID 2391). 310,000 tested, 0.13% active. CPE inhibition, % at 10 µM, or IC50 in µM where a hit was titrated. HEp-2 cells, RSV-induced CPE inhibition; higher % means a stronger effect; in the data active = a potency from the dose series; also: strong numbers were not always called active
Salmonella PhoP GFP: inhibitors of PhoP regulon expression, primary screen, Salmonella Typhimurium, GFP reporter (AID 1863). 300,000 tested, 0.16% active. S. Typhimurium PhoP-regulated promoter GFP reporter, 4 h; higher % means a stronger effect. inhibition, % at 50 µM, or IC50 in µM where a hit was titrated;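 active = inhibition over 29.93%, a cutoff 3 SD above the screen mean, later confirmed by dose response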;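 also: 0% = low Mg2+ inducing control and 100% = high Mg2+ repressing control; strong numbers were not always called active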
T cell HTS vesicle-bound %: also measured in T cell HTS; calls as there; double positive events, %; measured here: CD8+ vesicle-bound cell fraction;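 binding gate set so that unloaded-vesicle control wells show 10% double positive cells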
NTR1 agonist cell count 20 µM: recorded beside NTR1 agonist, whose call it bears; cell count; measured here: cell count, cytotoxicity flag
Myeloid diff MLP GFP+ MAC1+ %: further read-out of Myeloid diff MLP, marked with its call; GFP+ MAC1+ double positive, %; measured here: differentiation confirmed by MAC1 staining
An asterisk follows results filed as active; i = inactive; nt = no result given; + = active, no number; [ ] = another dose, or the depositor's remark.

SMILES | NTR1 agonist | NTR1 agonist cell count 20 µM | K1F lysis inhibition | Myeloid diff MLP | Myeloid diff MLP GFP+ MAC1+ % | T cell HTS | T cell HTS vesicle-bound % | Large T inhibition | MgcRacGAP inhibition | TNAP activators | RSV CPE inhibition | Salmonella PhoP GFP
O=P(c1cccs1)(c1cccs1)c1cccs1 | 2.8 | 98 | -0.3% | i | 1.8 | i | 33.4 | 12.6% | -0.8% | 1 | -0.2% | 10.8%
COc1ccc(S(=O)(=O)C(C#N)c2nc3ccccc3nc2N2CCCCC2)cc1 (centres undefined) | -1.6 | 43 | 0.7% | i | 0.4 | i | 21.4 | 26.6% | 17.1% | 1.1 | 6.8% | -7.4%
Cc1noc(C)c1NC(=O)N(C)C[C@H]1Oc2ccc(NC(=O)Nc3ccccc3)cc2C(=O)N([C@H](C)CO)C[C@@H]1C | 1.2 | 63 | 0.1% | i | 2.8 | i | 14.1 | nt | 4.1% | nt | nt | nt
CC1CCCC(n2c(=S)[nH]c3ccccc3c2=O)C1C (centres undefined) | 33.7 | 69 | 0.5% | i | 0.9 | i | 11.5 | 11.4% | 8.9% | 1.1 | 17.2% | -6.9%
CNc1nc(SCc2ccccc2)nc(N2CCOCC2)n1 | 3.9 | 74 | 1.0% | i | 11.3 | i | 27.3 | 18.2% | 0.9% | 1.1 | 2.7% | -4.4%
CC(NC(=O)c1ccnn1C)C1CCCO1 (centres undefined) | 1.2 | 78 | 0.1% | i | 0.5 | i | 58.8 | 5.7% | 7.0% | 1.2 | 0.3% | 1.4%
COc1ccc(/C=N/NC(=O)c2cccc(NC(=O)c3ccc(Cl)cc3)c2)c(OC)c1 | 2.7 | 45 | 4.4% | + | 0.8* | i | 40.3 | 5.2% | 17.5% | 1 | 3.1% | -2.7%
C/C(=N\Nc1ccccc1[N+](=O)[O-])c1ccccc1O | 3.1 | 72 | -0.8% | i | 0.3 | i | 63.5 | 10.3% | 2.9% | nt | 5.4% | -2.3%
O=C(Cc1cccc([N+](=O)[O-])c1)Nc1cccc(C(=O)N2CCCC2)c1 | -3.6 | 36 | 0.8% | i | 2.2 | i | 44.8 | nt | 4.9% | nt | nt | nt
COc1ccc(C2C(C(C)=O)=C(Nc3ccccc3)CC(C)(O)C2C(C)=O)cc1OC (centres undefined) | 0.4 | 52 | 0.0% | i | 4.8 | i | 32.6 | 6.1% | 10.7% | 1.1 | 1.6% | -3.8%
CCN(CC)S(=O)(=O)c1cc(NC(=O)CCNC(=O)c2ccco2)ccc1C | -0.4 | 60 | 0.3% | i | 2.5 | i | 25.6 | -0.2% | 7.4% | nt | 2.3% | 0.6%
CCOC(=O)c1c(C)[nH]c(C(=O)COC(=O)CCS(=O)(=O)c2ccc(C)cc2)c1C | -0.7 | 87 | 0.2% | i | 0.5 | i | 52.2 | 17.0% | 6.7% | 1 | 8.8% | -9.6%
CCN(CC)c1ccc(NC(=O)Nc2ccccc2)cc1 | -1.8 | 88 | 0.3% | i | 0.5 | i | 49.5 | 34.2% | 45µM* | nt | 1.2% | -1.8%
Cc1cccc(NC(=O)CSc2nc3ccc(NC(=O)CSc4nnnn4-c4ccccc4)cc3s2)c1C | 8.5 | 54 | nt | nt | nt | i | 30.7 | 11.5% | nt | 1 | 16.9% | 8.3%
CCc1nnc(NC(=O)c2cc(-c3ccccn3)nc3ccccc23)s1 | 1.2 | 54 | -0.5% | i | 0.4 | i | 27.4 | 0.2% | 4.3% | 1 | 2.0% | -1.9%
COc1ccccc1Nc1nc2ccccc2[nH]1 | -1.4 | 53 | -2.0% | i | 0.6 | i | 39.3 | 3.5% | 10.3% | 1.1 | 2.4% | 27.7%
COCCn1c(SCC(=O)c2ccccc2)nc2c(c1=O)SC(C)C2 (centres undefined) | 0.4 | 54 | -0.1% | i | 5.7 | i | 58.9 | 14.2% | 9.3% | 1.2 | 6.6% | 2.0%
CCCCN(C(=O)c1ccc(S(=O)(=O)N2CCCCC2)cc1)C1CCS(=O)(=O)C1 (centres undefined) | -1.1 | 60 | 1.0%[50 µM] | i | 0.5 | nt | nt | nt | 9.7% | nt | nt | nt
O=C(COC(=O)c1cc([N+](=O)[O-])ccc1N1CCOCC1)c1ccc(F)cc1 | 2.1 | 54 | 0.0%[50 µM] | i | 0.7 | i | 46.2 | nt | 8.0% | nt | 0.5% | nt
COc1ccc(C(=O)NC(Cc2ccc(OC(=O)c3ccc(OC)cc3)cc2)C(=O)O)cc1 (centres undefined) | -0.8 | 28 | -0.8% | i | 1.2 | i | 63.6 | 5.1% | -1.8% | 1.1 | -0.2% | -4.5%
CCOC(=O)CN1C(=O)C(O)(CC(=O)c2ccco2)c2ccccc21 (centres undefined) | -0.6 | 51 | 1.5%[50 µM] | i | 1.8 | i | 45.9 | -1.2% | 9.5% | 1.1 | 1.5% | -6.1%
Cc1cc(Cl)ccc1NC(=S)Nc1ccccn1 | nt | nt | 0.3% | i | 0.6 | nt | nt | -0.6% | -2.6% | 1.1 | nt | -10.4%
CCN(CC)C(=O)COc1ccc2c(-c3ccc(OC)cc3)cc(=O)oc2c1 | 0.1 | 65 | 0.0% | i | 0.4 | i | 60.5 | 11.6% | 9.7% | nt | 6.8% | -2.5%
CCOC(=O)N1CCN(c2c(NCCc3ccc(OCC)c(OCC)c3)c(=O)c2=O)CC1 | 0.0 | 80 | 4.2% | i | 1.1 | i | 14.1 | 10.5% | 7.7% | 1 | -0.7% | 3.3%
COc1cccc2cc(C(=O)Oc3ccc(NC(C)=O)cc3)c(=O)oc12 | 1.4 | 59 | 3.0%[50 µM] | i | 0.3 | i | 38.6 | 23.1% | 34.9µM* | 1.1 | 2.4% | -3.7%

Remaining list, next part:
SMILES | NTR1 agonist | NTR1 agonist cell count 20 µM | K1F lysis inhibition | Myeloid diff MLP | Myeloid diff MLP GFP+ MAC1+ % | T cell HTS | T cell HTS vesicle-bound % | Large T inhibition | MgcRacGAP inhibition | TNAP activators | RSV CPE inhibition | Salmonella PhoP GFP
COc1ccc(C(=O)NCc2nnc(SCC(=O)Nc3nc4ccccc4s3)o2)cc1 | -1.8 | 72 | 1.6% | i | 0.5 | i | 21.8 | 4.7% | 7.2% | 1 | 0.5% | 0.8%
CC1CCCN(C(=O)COC(=O)Cn2cnc3ccccc32)C1 (centres undefined) | -1.2 | 72 | 3.5% | i | 0.9 | i | 44.9 | nt | -6.6% | nt | nt | nt
Cc1cc(C)c2cc(CN(CCCN(C)C)C(=S)NCc3ccccc3)c(=O)[nH]c2c1 | 4.2 | 57 | 0.6% | i | 0.3 | i | 45.6 | 15.5% | 2.9% | 1 | 0.6% | 3.4%
CN(CCNC(=O)CCNC(=O)Cn1ccc2ccccc2c1=O)Cc1ccccc1 | 1.7 | 53 | 1.2% | i | 1.6 | i | 41.8 | 15.1% | 5.0% | 1.2 | 1.2% | -1.4%
Cc1ccc(SCCC(=O)OCC(=O)Nc2ccc(S(N)(=O)=O)cc2)cc1 | -0.7 | 46 | 0.2% | i | 0.3 | i | 48.2 | 5.4% | 12.8% | nt | -0.7% | -6.9%
CCCCN1C(=O)NC(NS(=O)(=O)c2ccc(N)cc2)(C(F)(F)F)C1=O (centres undefined) | 1.7 | 55 | 7.7% | i | 0.8 | i | 58.0 | 3.5% | 10.2% | 1.2 | 0.7% | -11.6%
CC1CCN(S(=O)(=O)c2cccc(C(=O)Oc3ccc([N+](=O)[O-])cc3)c2)CC1 | 1.4 | 47 | -1.4%[50 µM] | i | 0.0 | i | 0.0 | 18.6% | -2.1% | 1 | 1.3% | 16.2%
Cc1cc(N/N=C/c2ccc(O)cc2O)c2ccccc2n1 | 1.7 | 69 | -1.8% | i | 0.4 | i | 15.7 | 17.3% | -8.6% | nt | 2.0% | -15.1%
NC(=O)NNC1=Nc2cccc3cccc1c23 | -0.9 | 45 | 0.0% | i | 3.5 | i | 25.3 | 17.5% | -6.5% | 1.3 | 60.1% | 5.3%
Cc1c(/C=N/O)sc2ccccc12 | -1.0 | 45 | 1.3% | i | 1.1 | i | 58.8 | 6.4% | 5.1% | nt | nt | -12.6%
Cc1cccc(NC(=O)CC2c3ccccc3Oc3ccccc32)c1 | -1.1 | 84 | 0.3% | i | 0.3 | i | 45.7 | -58.8% | 10.4% | 1.1 | 0.9% | -0.1%
Cc1nn(Cc2nnc(SCC(=O)Nc3cccc(C(F)(F)F)c3)n2C)c(C)c1[N+](=O)[O-] | -0.6 | 59 | nt | i | 0.2 | i | 6.5 | 12.8% | nt | nt | 3.1% | -5.7%
CCCN(Cc1ccc(N(CC)CC)cc1)CC1CC1 | 0.4 | 63 | 0.1% | i | 6.0 | i | 22.6 | 7.0% | 7.0% | 1 | -1.3% | -3.5%
COc1ccc(CCNC(=O)CSc2nc3ccccc3o2)cc1OC | -1.0 | 87 | 1.3% | i | 1.4 | i | 45.0 | 3.9% | 2.2% | 1.1 | 0.7% | 1.5%
CCC(C)NS(=O)(=O)c1ccc(S(=O)(=O)N2CCCC3(CCCCC3)C2)cc1 (centres undefined) | 0.4 | 61 | 0.1% | i | 1.4 | i | 30.5 | 17.7% | 10.4% | 1.1 | 9.5% | -7.0%
CCc1ccccc1NC(=O)CN1CCC(NC(=O)COC)CC1 | 0.4 | 83 | -0.1% | i | 2.1 | i | 45.0 | 7.6% | 1.6% | 1.2 | -0.5% | -10.1%
COc1ccc(CCNC(=O)CSc2nc3[nH]ncc3c(=O)[nH]2)cc1OC | -1.7 | 71 | 0.3% | i | 0.4 | i | 27.6 | 23.0% | 10.9% | 1.1 | 1.5% | 3.7%
O=C(NCCC1CCCCN1S(=O)(=O)c1ccccc1)C(=O)Nc1ccccc1F (centres undefined) | 2.2 | 52 | -0.1%[50 µM] | i | 0.9 | i | 15.0 | 15.5% | -5.5% | nt | -0.7% | 4.5%
